E-selectin induc – induces E-selectin expression in human endothelial cells; P16581; HUVEC E-selectin immunofluorescence imaging; normalized: neutral wells 0, TNF-alpha wells 100; activation, % at 7.58 µM; 260,000 compounds, 0.37% hits; AID 686992;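 active = mean E-selectin-positive cell signal at least 10% of the positive control, reached in at least 60% of replicates, without over 20% cell loss; inconclusive = no rule given, readout overlaps actives, possibly toxicity-flagged; inactive = the rest, including those meeting only one limit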;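 also: in these data hits start at about 27%; measured in HUVEC primary endothelial cells; signal is the percent of cells scored E-selectin positive by PE staining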
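Read-out: % PE-positive cells | Test system: HUVEC | Doses: One compound dose added by pin transfer | Buffer or medium: EGM-2 over gelatin coat | Signal: Immunofluorescence imaging | Benchmarks: TNF-alpha, DMSO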
RAD52 inh – RAD52 (human) annealing inhibition; 360,000 compounds, 0.46% hits; P43351; AID 651710; recombinant RAD52 DNA annealing, FRET fluorescence; inhibition, % at 18.7 µM;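 active = every replicate showing at least 50% inhibition; inconclusive = mean inhibition at least 50% but not in every replicate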
Target sequence (P43351 whole entry, looked up): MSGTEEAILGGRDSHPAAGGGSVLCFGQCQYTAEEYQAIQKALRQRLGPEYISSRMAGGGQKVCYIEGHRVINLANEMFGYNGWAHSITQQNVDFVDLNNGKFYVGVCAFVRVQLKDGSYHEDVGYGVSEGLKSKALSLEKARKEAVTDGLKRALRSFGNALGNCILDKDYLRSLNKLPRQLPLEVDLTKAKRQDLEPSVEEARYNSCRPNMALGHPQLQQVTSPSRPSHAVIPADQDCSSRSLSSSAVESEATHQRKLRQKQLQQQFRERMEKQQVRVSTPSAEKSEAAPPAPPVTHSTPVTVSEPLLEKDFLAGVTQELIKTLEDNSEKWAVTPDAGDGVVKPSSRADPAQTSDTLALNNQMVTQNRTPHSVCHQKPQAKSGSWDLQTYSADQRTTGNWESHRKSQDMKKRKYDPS
XiGFP reactiv – reactivates the inactive X chromosome in mouse fibroblasts; XiGFP mouse fibroblasts, % GFP-positive cells imaging, 3 d; cells co-treated with 5-aza-dC sensitizer; scaled so ellipticine positive control = 100%; activation, % at 7.58 µM; 360,000 compounds, 0.055% hits; AID 743238;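 active = mean normalized replicate activation at least 10% and every replicate at or above 10%; inconclusive = only one of the two criteria met; inactive = mean below 10% and not all replicates reach 10%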;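 also: 0% = median of on-plate neutral control wells and 100% = ellipticine 6 µM median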
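Assay system: SV40-immortalized XiGFP fibroblast cells, line 68-5-11; buffer or medium: DMEM plus 5-aza-dC sensitizer; compound: one concentration, pinned; timing: compounds 3 days, fix/stain 15 min at room temperature; benchmarks: positive control ellipticine, 6 µM final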
F508del corr – correctors of CFTR F508del function in bronchial epithelial cells; 350,000 compounds, 0.36% hits; activity (quench increase), % at 7.58 µM; AID 720511; CFBE cells, YFP halide quenching; stimulated with forskolin plus potentiator P3; % fluorescence drop versus neutral controls;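 active = mean added fluorescence quench of at least 8% versus neutral control, with both replicates also reaching 8%; inconclusive = only one of the mean or replicate conditions met; inactive = mean below 8% and not both replicates reaching 8%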;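 also: cells transiently co-express mutant CFTR-F508del with the halide-sensitive YFP; corrector assay measuring rescue of mutant channel to the surface after 24 h compound exposure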
GSIS activator – primary screen for activators of insulin secretion dependent on glucose, INS-1E cells, GLuc reporter luminescence. INS-1E GLuc reporter insulin secretion, 2-3 h. AID 743287. 370,000 compounds, 0.61% hits. activation, % at 16.6 µM;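 active = lowest replicate activation of at least 40%, so every replicate reaches that level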;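 also: 0% = median of neutral control wells and 100% = median of IBMX positive control wells; some compounds called inactive have numbers as strong as hits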
Casp6 inh – blocks human caspase-6 cleavage activity; purified caspase-6, Z-VEID-R110 cleavage fluorescence; inhibition, % at 12.5 µM; P55212; 350,000 compounds, 0.53% hits;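 active = mean inhibition across replicates at least about 35%, with every replicate also reaching that limit, limit read from the data; inconclusive = only one of the two criteria met; inactive = neither criterion met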;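 also: 0% = median of neutral control wells and 100% = no fluorescence left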
Target sequence (P55212 24-179 limits assumed): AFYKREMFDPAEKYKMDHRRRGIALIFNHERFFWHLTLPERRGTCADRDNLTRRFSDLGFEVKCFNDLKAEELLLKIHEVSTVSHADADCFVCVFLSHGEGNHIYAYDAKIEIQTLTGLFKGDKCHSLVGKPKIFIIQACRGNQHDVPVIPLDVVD
Target sequence (P55212 194-293 limits assumed): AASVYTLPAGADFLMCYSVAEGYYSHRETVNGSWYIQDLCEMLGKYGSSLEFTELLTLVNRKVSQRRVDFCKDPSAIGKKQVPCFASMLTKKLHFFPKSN
DENV2 CPE – inhibitors of DENV2 cytopathic effect | DENV2-infected cells, cytopathic effect rescue, plate reader | 350,000 compounds, 1.7% hits | CPE inhibition, % at 9.99 µM; in the data active = CPE inhibition above about 20%, passing the limit was not always enough; inconclusive = no clear call, values can overlap the other calls; tested in BHK-21 cells;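 also: 0% = median of neutral control wells and 100% = median of positive control wells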
RAD54 branch – blocks human RAD54 Holliday junction branch migration | inhibition, % at 10.4 µM | FAM/BHQ fluorescence | 360,000 compounds, 0.14% hits;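 active = mean normalized replicate activity at least 40 and at least half of replicates scoring 40 or more; inconclusive = only one of the two criteria met; inactive = mean below 40 and under half of replicates reaching 40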;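 also: 0% = median of neutral control wells and 100% = median of positive control wells; inhibitors cause a drop in the FAM fluorescence signal; in these data hits start at about 50%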
Starred values were filed as active, the others as inactive; ? = inconclusive; · = no result given.

SMILES | E-selectin induc | RAD52 inh | XiGFP reactiv | F508del corr | GSIS activator | Casp6 inh | DENV2 CPE | RAD54 branch
CCOCC(=O)N(CC)Cc1ccccc1 | · | -13 | 0.0 | -0.4 | 5 | 1 | 5 | ·
COc1cccc2sc(N)nc12 | · | -5 | · | 1.5 | -1 | -7 | -3 | -2
O=C(C[C@@H]1C[C@H]2c3cc(NC(=O)c4cccnc4)ccc3O[C@H]2[C@H](CO)O1)NCc1ccccc1F | 0.3 | 7 | -0.1 | 2.6 | 2 | 0 | -3 | 5
C[C@@H]1CN([C@H](C)CO)C(=O)Cc2cc(N(C)C)ccc2O[C@@H]1CN(C)Cc1ccccc1 | 1.0 | -1 | -0.2 | 4.2 | -7 | 2 | -1 | 1
COc1ccc(S(=O)(=O)N(C)C[C@@H]2OCCCC[C@H](C)Oc3ccc(NC(=O)Nc4ccc(C(F)(F)F)cc4)cc3C(=O)N([C@@H](C)CO)C[C@H]2C)cc1 | 0.3 | 4 | -0.2 | -0.2 | -27 | 3 | -5 | 2
CC(=O)Nc1ccc2c(c1)C(=O)N(C)[C@@H]1CC[C@@H](CC(=O)NCc3ccccc3)O[C@@H]1CO2 | 0.0 | 1 | 0.1 | -1.3 | 1 | 1 | -8 | 1
CC(=Nc1ccccc1)C1=C(O)CCCC1=O | -0.1 | -10 | 0.1 | 0.3 | 4 | 15 | ? | -27
COc1ccc(NS(=O)(=O)N2CCOCC2)cc1 | -0.1 | -14 | -0.2 | -1.6 | 15 | -2 | -4 | 5
O=C(COC(=O)c1ccc(Br)o1)NCc1ccc2c(c1)OCO2 | · | -16 | 0.2 | -0.1 | -8 | 4 | -5 | 5
CCN1/C(=C\C(=S)Nc2ccccc2)Sc2ccccc21 | 0.4 | -12 | 0.1 | 2.9 | · | -1 | -3 | -12
CCN(CC1CCCO1)C(=O)c1cc(COc2ccc(F)cc2F)on1 (configuration not stated) | · | 6 | 0.4 | -2.2 | -7 | 2 | 9 | -1
C[C@@H](O)C#Cc1ccc([C@@H]2[C@@H](CO)N3CCCCN(C(=O)c4ccncc4)C[C@H]23)cc1 | 0.7 | -5 | 0.3 | -0.4 | 9 | -1 | -10 | 7
CC1(Cc2cc(Cl)ccc2C(F)(F)F)C(=O)Nc2cc(-c3ccccc3Cl)ccc21 (configuration not stated) | -0.2 | -9 | 0.1 | -0.1 | -3 | 0 | -4 | 2
COc1ccccc1C(C)NCC(=O)Nc1ccccc1C(F)(F)F (configuration not stated) | 0.0 | 6 | -0.1 | · | -12 | 2 | -4 | ·
Cc1ccc(CNS(=O)(=O)c2cc(F)ccc2CN2C(=O)c3cccnc3C2=O)o1 | · | -16 | 0.0 | -0.5 | 8 | 0 | -1 | -18
CCn1ccnc1CNC(=O)CC1C(=O)NCCN1CCCc1ccccc1 (configuration not stated) | · | -24 | 0.2 | 0.5 | 5 | -16 | 5 | -4
O=S(=O)(c1cccc2cccc(Cl)c12)N1CCCC1 | 3.5 | -10 | 0.0 | 0.0 | 8 | 6 | -4 | 0
CCCC1=[N+](CC(=O)c2ccc(Br)cc2)CCn2cccc21 | 0.2 | -4 | 1.5 | -1.5 | -22 | 1 | ? | -5
COc1ccccc1CN1Cc2cccc3c2[C@@H](CC1=O)[C@H](O)[C@H](O)C3 | -0.1 | 14 | 0.0 | -0.1 | · | 0 | 3 | -14
CCn1c(=O)c([N+](=O)[O-])c(NCCN(C)C)c2ccccc21 | · | 10 | 0.0 | 0.1 | 11 | 1 | 10 | ·
CO[C@@H]1CN(C)C(=O)c2cc(NC(=O)Nc3c(C)noc3C)ccc2OC[C@H](C)NC[C@H]1C | -0.2 | -4 | -0.2 | -0.1 | 7 | 0 | -10 | 7
Cc1noc(C)c1NC(=O)N(C)C[C@H]1Oc2ccc(NC(=O)Nc3ccc(F)cc3)cc2CC(=O)N([C@H](C)CO)C[C@H]1C | 0.2 | -12 | -0.1 | -0.3 | 14 | 1 | -6 | -3
C[C@H](CO)N1C[C@H](C)[C@H](CN(C)Cc2ccc(C(=O)O)cc2)Oc2ccc(NC(=O)c3ccncc3)cc2C1=O | · | -9 | -0.1 | 0.1 | -1 | 1 | 1 | -3
CC1CCCN(CCCNC(=O)C2CC(=O)N(CCc3ccccc3)C2)C1 (configuration not stated) | · | -24 | 0.0 | -1.1 | 14 | -59 | 7 | -3
CCCC(=O)Nc1ccc2c(c1)C(=O)N(C)[C@H]1CC[C@@H](CC(=O)NCCc3ccncc3)O[C@H]1CO2 | 0.0 | 0 | 0.3 | 0.5 | 9 | 0 | 2 | 1
Cc1ccc(S(=O)(=O)Nc2ccc3c(c2)C(=O)N([C@@H](C)CO)C[C@@H](C)[C@H](CN(C)S(=O)(=O)c2ccc(C)cc2)OCCCC[C@@H](C)O3)cc1 | -0.1 | -14 | 0.2 | -3.8 | 5 | -4 | ? | 5
CCCc1nc2ccc(C)cn2c1Cc1cccc(Cl)c1 | 0.0 | -24 | -0.1 | 2.2 | 22 | -2 | 5 | -1
O=C(COC(=O)c1cc(=O)[nH]c2ccccc12)NCc1cccs1 | -0.4 | -11 | -0.2 | -1.1 | -1 | -2 | 4 | ·
CCn1c(C)nc2cc(C(=O)N/N=C/c3cccc(OC)c3O)ccc21 | -0.5 | -8 | 0.0 | -2.0 | -8 | -7 | -1 | ·
CC(=O)N(C)C[C@@H]1Oc2ncc(C#Cc3ccccc3)cc2C(=O)N([C@H](C)CO)C[C@@H]1C | -0.2 | 17 | -1.4 | 0.4 | -8 | 0 | 6 | -20
Cc1cc(C(=O)NC2CCCc3c2cnn3-c2cccc(C)c2C)n(C)n1 (configuration not stated) | -0.7 | -10 | 0.1 | 1.6 | -60 | 2 | -17 | -4
C[C@]12C(=O)N(c3ccc(Br)cc3)C(=O)N1[C@@H]1c3ccccc3OC[C@@H]1[C@H]2c1ccccc1 | · | -12 | 0.1 | 1.1 | -6 | -1 | 1 | -10
O=S(=O)(N/N=C1/CC(c2ccccc2)Oc2ccccc21)c1ccccc1 (configuration not stated) | -0.1 | -14 | -0.1 | 0.8 | · | 1 | 0 | ·
C[C@@H]1CCCCO[C@@H](CN(C)C(=O)Nc2ccc3c(c2)OCO3)[C@@H](C)CN([C@H](C)CO)C(=O)c2cc(NC(=O)Nc3ccccc3)ccc2O1 | · | -2 | 0.3 | 1.1 | 28 | 2 | 9 | -7
C[C@@H]1CCCCO[C@@H](CN(C)S(=O)(=O)c2ccc(F)cc2)[C@@H](C)CN([C@H](C)CO)C(=O)c2cc(NC(=O)CCCCCC(=O)Nc3ccccc3N)ccc2O1 | 0.8 | -5 | 0.1 | 1.8 | -1 | 0 | 8 | 7
C[C@@H]1CN([C@H](C)CO)C(=O)c2cc(NC(=O)c3ccccc3)ccc2O[C@@H](C)CCCCO[C@H]1CN(C)S(C)(=O)=O | -0.1 | · | -0.1 | 1.0 | 0 | · | · | ·
O=C(CC1C=Cc2ccccc2N1C(=O)c1ccccc1)c1ccccc1 (configuration not stated) | 0.1 | 0 | 0.0 | -0.6 | -23 | 6 | 2 | -10
C[C@@H]1CN([C@H](C)CO)C(=O)c2cc(NC(=O)Cc3cn(C)c4ccccc34)ccc2O[C@@H]1CN(C)C(=O)Nc1ccc(F)cc1 | -21 | -4 | 0.4 | -0.8 | -11 | -1 | -4 | -3
O=C(CC1C(=O)NCCN1C/C=C/c1ccccc1)NCCc1cnccn1 (configuration not stated) | 8.2 | -35 | 0.1 | -3.8 | 1 | 1 | 3 | 4
CC=Cc1ccc2n(c1=O)C[C@H]1[C@H](CO)[C@@H](C(=O)NCc3ccccc3F)N(CCC)[C@@H]21 (mixture of isomers) | -0.5 | -40 | 0.3 | · | -1 | -1 | -11 | -7
Cc1ccc(S(=O)(=O)N2CCCC2C(=O)O)cc1 (configuration not stated) | · | 2 | · | · | 3 | -2 | · | -2
CCCN(C)C[C@@H]1Oc2cc(C#CC3CC3)ccc2S(=O)(=O)N([C@H](C)CO)C[C@@H]1C | -0.3 | -16 | -0.9 | -0.9 | -2 | 0 | 8 | 7
O=C(CN1C(=O)S/C(=C\c2cccc(Cl)c2)C1=O)NCCCn1ccnc1 | · | -14 | 0.0 | 0.3 | 0 | -6 | -3 | 7
CC(OC(=O)[C@@H](NC(=O)OCc1ccccc1)C(C)C)C(=O)Nc1ccc(N2CCOCC2)cc1 (some centres not stated) | 1.6 | -2 | 3.3 | -0.2 | -16 | 1 | 19 | 1
O=C(CCC(=O)Nc1ccc(F)cc1)N/N=C/c1ccc(F)cc1 | · | 16 | 0.0 | 3.1 | -6 | -5 | -12 | -7
O=C(C1CC1)N1[C@@H](CO)[C@@H](c2ccccc2)C12CN(Cc1cncnc1)C2 | 0.3 | -22 | 0.0 | 1.3 | 12 | -6 | 0 | ·
C[C@H](CO)N1C[C@H](C)[C@@H](CN(C)Cc2ccccn2)Oc2cc(C#CCN(C)C)ccc2S1(=O)=O | 0.2 | 3 | -1.2 | -7.3 | -8 | 6 | 0 | 4
O=C(CCOc1ccccc1)N1CCCC(Nc2ccccc2)C1 (configuration not stated) | · | -10 | 0.0 | -2.1 | -2 | -1 | 1 | 4

Record cards (already shown). Order of values: E-selectin induc, RAD52 inh, XiGFP reactiv, F508del corr, GSIS activator, Casp6 inh, DENV2 CPE, RAD54 branch
Listed for CC=Cc1ccc2n(c1=O)C[C@H]1[C@H](CO)[C@@H](C(=O)NCc3ccccc3F)N(CCC)[C@@H]21 (mixture of isomers) → -0.5, -40, 0.3, ·, -1, -1, -11, -7
Listed for CCCN(C)C[C@@H]1Oc2cc(C#CC3CC3)ccc2S(=O)(=O)N([C@H](C)CO)C[C@@H]1C → -0.3, -16, -0.9, -0.9, -2, 0, 8, 7

Remaining list, next part.
SMILES | E-selectin induc | RAD52 inh | XiGFP reactiv | F508del corr | GSIS activator | Casp6 inh | DENV2 CPE | RAD54 branch
COc1cccc(C(=O)N2CCC(n3nccc3NC(=O)CCOc3ccccc3)CC2)c1 | · | -30 | 0.1 | 0.8 | -6 | -1 | -2 | 2
COc1ccc(-c2cc(=O)c3ccccc3[nH]2)cc1 | 0.1 | -36 | 0.1 | 2.1 | 3 | 0 | -9 | -16
Cc1cccc(NC(=O)c2cccc(C(=O)Nc3cccc(C)c3)n2)c1 | 0.0 | -19 | 0.2 | -3.2 | -2 | 2 | 2 | ·
O=C(c1ccc2ccccc2n1)N1CCN(Cc2c(F)cccc2Cl)CC1 | · | -15 | 0.0 | -2.0 | -3 | · | -3 | -12
C[C@H]1CN([C@@H](C)CO)C(=O)c2cc(NS(=O)(=O)c3ccccc3)ccc2O[C@H]1CN(C)Cc1ccc(C(F)(F)F)cc1 | -0.1 | 0 | -0.8 | 0.1 | -35 | 15 | -7 | -10
C=C1C(=O)[C@]23C[C@H]1CC[C@H]2[C@]1(C)[C@@H](OC(C)=O)CC[C@@](C)(C(=O)O)[C@H]1C[C@@H]3O | -0.4 | -22 | 4.7 | 8.6* | 84* | 9 | ? | 4
CC(C)CC#Cc1ccc([C@H]2[C@H](CO)N3CCCCN(C(=O)NC4CCCC4)C[C@@H]23)cc1 | -0.2 | 14 | 0.0 | 1.0 | -8 | -1 | -29 | -4
